GRIN3A LBD mod: modulates the human NR3A ligand-binding domain; AID 1259313; NR3A LBD differential scanning fluorimetry, Tm shift; 0% = protein alone, 100% = glycine-bound protein; 340,000 compounds, 2.5% hits; Tm shift relative to glycine control, % at 25 µM;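 active = melting temperature shift of at least 10% of the positive control shift, at one fixed dose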
MPTP block: permeability transition pore inhibition; AID 602449; isolated mouse mitochondria, Ca2+ swelling absorbance, 30 min; 360,000 compounds, 1.4% hits; inhibition, % at 10 µM;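 active = inhibition of 50% or more, scaled per plate between neutral and stimulator controls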;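 also: 0% = DMSO wells given calcium and 100% = 1 mM EGTA wells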
ATG4B inhibitor: inhibitors of human ATG4B cysteine protease; 340,000 compounds, 0.51% hits; inhibition, % at 8.33 µM; ATG4B cleavage of LC3-PLA2, NBD-HPC fluorescence, 1 h; in the data active = inhibition above about 40%
Target sequence (Q9Y4P1 whole entry, looked up): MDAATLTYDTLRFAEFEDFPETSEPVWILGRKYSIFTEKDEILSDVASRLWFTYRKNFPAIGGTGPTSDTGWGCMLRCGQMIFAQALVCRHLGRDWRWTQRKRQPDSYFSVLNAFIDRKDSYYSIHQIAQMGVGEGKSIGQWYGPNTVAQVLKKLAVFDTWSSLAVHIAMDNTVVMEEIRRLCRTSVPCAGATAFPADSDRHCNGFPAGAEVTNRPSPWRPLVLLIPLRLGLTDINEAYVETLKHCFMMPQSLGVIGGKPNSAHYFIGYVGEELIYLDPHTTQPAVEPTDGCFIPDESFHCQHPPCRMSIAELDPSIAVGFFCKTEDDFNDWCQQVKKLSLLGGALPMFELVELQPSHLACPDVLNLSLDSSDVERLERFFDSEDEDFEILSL
hIAP activ: increases human intestinal alkaline phosphatase activity | purified human IAP, CDP-Star luminescence, 30 min; active compounds read high; 1 = vehicle-only enzyme, 0 = enzyme-free background | activation factor at 10 µM | AID 2524 | 330,000 compounds, 0.16% hits;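 active = activation factor of the enzyme at least 2-fold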; also: the source names both 10 and 20 µM as test concentration; values of inactives mirror those of a sister screen read the other way
Target sequence (P09923 whole entry, looked up): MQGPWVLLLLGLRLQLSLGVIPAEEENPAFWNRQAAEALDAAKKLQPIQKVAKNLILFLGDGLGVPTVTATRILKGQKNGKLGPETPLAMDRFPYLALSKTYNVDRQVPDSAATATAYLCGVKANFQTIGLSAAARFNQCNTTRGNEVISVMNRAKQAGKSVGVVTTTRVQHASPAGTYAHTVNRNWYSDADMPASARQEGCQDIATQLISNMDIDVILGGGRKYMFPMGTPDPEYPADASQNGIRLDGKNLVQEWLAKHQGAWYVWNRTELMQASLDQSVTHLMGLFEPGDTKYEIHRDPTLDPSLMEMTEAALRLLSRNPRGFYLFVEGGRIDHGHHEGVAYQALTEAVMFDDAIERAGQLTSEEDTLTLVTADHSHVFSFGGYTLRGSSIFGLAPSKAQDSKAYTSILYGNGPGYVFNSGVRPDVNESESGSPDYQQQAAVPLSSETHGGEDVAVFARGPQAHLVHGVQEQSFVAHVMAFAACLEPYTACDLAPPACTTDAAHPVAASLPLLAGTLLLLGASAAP
SENP6 inh: SENP6 protease inhibition; 330,000 compounds, 1.8% hits; Recombinant SENP6 catalytic domain, aminoluciferin luminescence; Q9GZR1; inhibition, % at 10 µM;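 active = inhibition above about 50% at the single tested dose, limit read from the data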;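 also: plate controls were DMSO wells with enzyme for no effect and DMSO wells lacking enzyme for full effect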
PfGluPho inh: PfG6PD (Plasmodium falciparum) enzyme inhibition | PfGluPho enzyme, NADPH resazurin-diaphorase fluorescence | inhibition, % at 20 µM | 350,000 compounds, 0.78% hits;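 active = inhibition reaching at least a set limit at 20 µM in the primary screen, cut at about 59% in these data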;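 also: 0% = DMSO wells with substrate and 100% = DMSO wells lacking glucose-6-phosphate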
SENP1 FRET inh: SENP1 (human) catalytic domain inhibition | AID 624204 | inhibition, % at 10 µM | recombinant SENP1 catalytic domain, CyPet-SUMO1-YPet FRET cleavage | Q9P0U3 | 360,000 compounds, 0.21% hits;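 active = inhibition at least 30% at 10 µM, raw YFP signal under a set limit, fluorescence ratio 0.5 to 1.5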;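 also: 0% = enzyme with DMSO and 100% = no enzyme wells; some results filed as inactive read as strong as hits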
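Material – human SENP1 catalytic domain · Input – SENP1 enzyme, 20 pM final · Compound dosing – single concentration of 10 µM compound, 0.5% DMSO final · Timing – enzyme reaction for 50 min at room temperature, dark · Measured by – FRET fluorescence in CFP and YFP emission channels · Control set – no-enzyme wells low, DMSO-plus-enzyme wells high control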
SENP8 inh: inhibitors of human SENP8 protease; Q96LD8; recombinant SENP8, Nedd8 substrate fluorescence; inhibition, % at 20 µM; 360,000 compounds, 0.64% hits; AID 602440; in the data active = inhibition mostly above about 40%, no sharp cut-off; inactive = mostly below about 27%
* = called active by the depositor; x = no result given.

SMILES	GRIN3A LBD mod	MPTP block	ATG4B inhibitor	hIAP activ	SENP6 inh	PfGluPho inh	SENP1 FRET inh	SENP8 inh
O=C(Cn1c(=O)n(Cc2ccccc2)c(=O)c2cc(Cl)ccc21)NCC1CCCO1 (stereo not given)	-2	-0.1	4	0.95	-7	-1	1	-2
CN1C(C(=O)NCc2cccc(C(F)(F)F)c2)CC2Cn3c(nc4cc(Cl)c(Cl)cc43)C21 (stereo not given)	-8	0.5	4	1	0	18	-2	8
COc1ccccc1NC(=O)C12CCC(C)(C(=O)C1)C2(C)C (stereo not given)	1	0.2	-18	0.99	-15	5	1	6
CNC(=O)C[C@H]1C(=O)N(C2CCCCC2)C[C@@H]1C	x	0.1	x	x	x	-6	0	3
COc1ccc(Cc2nnc(N/N=C/c3ccc(Br)cc3)[nH]c2=O)cc1OC	-11	4.4	-7	1.2	7	-8	2	6
Cc1cc(C)nc(SCC(=O)c2cc3ccccc3oc2=O)n1	-1	-0.5	1	1	-4	22	1	4
CCOC(=O)c1ccc(NC(=O)CCOc2ccccc2)cc1	-1	0.3	-6	1.1	4	2	-1	32
Cc1nnsc1C(=O)N1CCCC(C(=O)c2ccc(C(F)(F)F)cc2)C1 (stereo not given)	0	1.6	-7	1	-6	9	-1	2
Cc1ccc(NC(=O)c2cc(S(=O)(=O)NCCC3=CCCCC3)ccc2F)cc1	14*	20	-4	1.1	4	12	1	12
COc1ccc(NC(=O)C(C)N2c3cccc4cccc(c34)S2(=O)=O)cc1 (stereo not given)	-7	-0.3	-10	1.1	5	-16	-2	-250
COc1ccccc1-n1c(-c2ccco2)n[nH]c1=S	3	-0.7	4	1	-8	37	-1	-12
COc1ccc(Cl)cc1NC(=O)c1oc(C)nc1C	0	-1.9	-3	1.1	-2	3	-3	16
CCCOc1ccc(/C(O)=C2/C(=O)C(=O)N(CCCn3ccnc3)C2c2ccco2)cc1 (stereo not given)	-2	-2.1	-5	1.1	15	-15	-5	-8
Cc1ccc2[nH]c(=O)c(CN(Cc3ccco3)S(=O)(=O)c3c(C)ccc4nsnc34)cc2c1	6	1.9	-2	0.97	-10	6	11	-16
COc1ccc(S(=O)(=O)NCCSCc2ccccc2C)cc1Br	3	13	13	0.84	-12	11	2	14
Cc1nccn1CCC1CCCCN1C(=O)CCc1nnc(-c2ccsc2)o1 (stereo not given)	-1	-1.2	-8	1.1	-20	10	1	12
CCOc1ccc(-n2c(SCC(=O)NCc3ccco3)nc3c(c2=O)SCC3)cc1	0	1.6	7	1	4	2	-3	10
CCCc1nnc(NC(=O)Cn2c(=O)oc3cc(Br)ccc32)s1	-7	-1.8	2	0.89	-11	4	0	18
CN(c1ccccc1)S(=O)(=O)c1cccc(NC(=O)CCNC(=O)c2ccc([N+](=O)[O-])cc2)c1	-1	1.4	-1	0.96	18	6	2	16
O=C(NCC1CCCO1)C(c1ccccn1)N(Cc1ccccc1Cl)C(=O)CN1C(=O)c2ccccc2S1(=O)=O (stereo not given)	1	0.9	-8	0.98	-11	0	0	12
CCCCc1cc(=O)oc2cc(OCc3nn[nH]n3)ccc12	6	0.8	-16	0.97	-1	-10	-1	-166
Clc1cc2nc(-c3cccnc3Cl)[nH]c2cc1Cl	-2	2.1	2	0.94	77*	19	-42	-207
Cn1c(SCC(=O)N2CCc3ccccc3C2)nnc1-c1ccncc1	1	0.9	6	0.99	-7	11	2	-10
C/C(=N\NC(=O)c1c(C)nc2ccccn12)c1ccco1	-1	1.1	-3	1	15	-12	1	13
O=c1cc(-c2ccc(C3CCCCC3)cc2)[nH][nH]1	-10	-0.2	-4	1.1	-30	-14	2	9

Next entries:
SMILES	GRIN3A LBD mod	MPTP block	ATG4B inhibitor	hIAP activ	SENP6 inh	PfGluPho inh	SENP1 FRET inh	SENP8 inh
CCn1c(CC(=O)Nc2ccccc2F)nnc1SCC(=O)N1CCN(c2ccccc2)CC1	-1	-2.0	-7	0.98	-12	-8	3	24
COc1ccc(CCNC(=O)Cn2nnc(C(=O)Nc3ccc(Br)cc3)c2N)cc1OC	-10	-1.1	-8	1.1	1	8	-1	2
Cc1ccc(-c2cc(=O)[nH]c3ccccc23)cc1	0	-0.4	-6	1.1	-3	14	-2	-127
Cc1[nH]n(-c2ccccc2)c(=O)c1C(C[N+](=O)[O-])c1ccc(Br)cc1 (stereo not given)	-10	73*	7	0.94	35	2	3	88*
Cc1cccn2cc(COc3cccc([N+](=O)[O-])c3)nc12	4	-1.6	-5	1.1	-13	22	0	15
CC(Sc1nnc(Cc2ccc([N+](=O)[O-])cc2)o1)C(N)=O (stereo not given)	-1	0.1	-6	1.1	-16	-11	3	3
C[C@@H]1CCC(=O)N(C[C@@H](C)CSc2ccc(Br)cc2)CC1	3	0.3	11	0.97	-14	-8	0	14
COc1ccccc1Oc1nc(-c2ccccc2)cc(C)c1S(C)(=O)=O	0	4.7	-8	0.85	4	-13	3	10
COc1ccc(C(C)=O)cc1COC(=O)CCNS(=O)(=O)c1ccc(C(C)=O)cc1	2	1.5	-13	0.91	12	11	1	5
C[C@H](CO)N1C[C@H](C)[C@H](CN(C)Cc2ccncc2)Oc2ccc(NC(=O)Nc3ccc(C(F)(F)F)cc3)cc2CC1=O	-1	-0.4	-24	0.93	4	15	-3	6
Cc1cc(C)cc(NC(=O)C(NCC2CCCO2)c2ccccc2)c1 (stereo not given)	-1	1.2	36	0.91	7	-10	0	9
O=C(NC1c2ccccc2-c2ccccc21)c1ccco1	1	6.0	0	1	-5	9	1	-6
N#Cc1cc2cc3c(cc2nc1SCC(=O)OC1CCCCC1)OCO3	2	-2.0	-11	0.97	5	5	15	-246
O=C(COc1ccc2c(-c3ccccc3)cc(=O)oc2c1)NCC(O)c1ccccc1 (stereo not given)	0	0.4	-5	1	4	6	-7	11
O=C(CSc1nc2ccccc2[nH]1)N1c2ccccc2Sc2ccccc21	-2	-1.2	12	0.81	-17	-27	0	27
CCn1c2ccccc2c2cc([N+](=O)[O-])ccc21	0	1.0	-3	0.93	2	10	-2	-12
Cc1ccc(N(C(=O)c2csnn2)C(C(=O)NC(C)(C)C)c2cccnc2)cc1C (stereo not given)	1	-0.6	0	0.95	-16	14	-1	16
Cc1cc(NC(=O)COc2ccc(N(C)S(=O)(=O)c3ccccc3)cc2)no1	1	1.1	-8	1.3	-1	16	1	10
CCCCN1C(=O)C(CC(=O)NCc2cccs2)CC(C(=O)N2CCOCC2)=C1C (stereo not given)	x	-0.8	x	x	x	-6	3	10
Cc1nc2ccccc2n1CC(=O)OCC(=O)Nc1ccc2c(c1)OCCO2	0	11	1	1.1	-8	3	4	12
C#CCOCCOCCOCCNc1nc(N2CCN(C(=O)[C@H](CO)n3cc([C@@H](N)C(C)C)nn3)CC2)nc(N2CCN(C(=O)[C@H](CCCCN)n3cc([C@@H](N)[C@H](C)CC)nn3)CC2)n1	1	6.1	-1	0.93	12	15	-2	19
Brc1ccc(CSc2nccn2-c2ccccc2)cc1	-3	0.0	3	0.94	-4	11	2	10
O=C(COc1ccc(S(=O)(=O)NCCc2ccccc2)cc1)N1CCCC1	0	0.0	4	0.99	-7	15	2	20
CCOC(=O)c1c(CN2CCOCC2)n(-c2ccccc2)c2cc(Br)c(O)c(CN(C)C)c12	-1	3.8	4	1	14	42	-22	2
CC(=O)Nc1ccc(OC/C=C(\C)Cl)cc1	-1	-1.6	-9	1.1	-5	-7	2	11

Three of the entries above in order of the ATG4B inhibitor value, rising:
molecule	ATG4B inhibitor
Cc1nc2ccccc2n1CC(=O)OCC(=O)Nc1ccc2c(c1)OCCO2	1
O=C(COc1ccc(S(=O)(=O)NCCc2ccccc2)cc1)N1CCCC1	4
Cc1cc(C)cc(NC(=O)C(NCC2CCCO2)c2ccccc2)c1 (stereo not given)	36

Carrying on:
SMILES	GRIN3A LBD mod	MPTP block	ATG4B inhibitor	hIAP activ	SENP6 inh	PfGluPho inh	SENP1 FRET inh	SENP8 inh
O=c1c(C(c2nnnn2C2CCCCC2)N2CCCCC2)coc2ccc(Cl)cc12 (stereo not given)	1	3.8	0	1	-19	14	-1	-71
CC(C(=O)NCc1ccccc1Cl)n1cc([N+](=O)[O-])cn1 (stereo not given)	-1	-1.7	2	1.5	-15	25	1	15
CCOC(=O)N1CCN(C(=O)CNCc2cccs2)CC1	3	0.3	-6	0.93	-10	8	0	4
CC(C)(O)C#Cc1ccc(C(=O)NC2CCCCC2)s1	0	-1.3	-1	1.1	-7	-17	-2	10
COc1ccc(C(=O)C2CCCN(C(=O)c3cc(C4CC4)[nH]n3)C2)c(C)c1 (stereo not given)	-1	-1.7	17	1.1	0	1	0	6
OC(CNCc1ccc(F)cc1)(c1ccc(F)cc1)c1ccc(F)cc1	4	6.7	19	0.92	6	42	1	8
COc1ccc2nc(SCC(=O)NC(C)c3ccccc3)[nH]c2c1 (stereo not given)	0	1.5	-7	1	-12	-3	0	3
O=C1C(Cl)=C(NC2CCCCC2)C(=O)N1c1ccc(Cl)cc1	0	2.5	3	0.98	-2	2	4	9
O=C(C[C@@H]1NS(=O)(=O)OC2CCCCC21)c1ccccc1 (stereo not given in full)	-1	0.4	-9	1	-2	-6	2	17
COc1ccc(OC)c(Nc2nc(N)c([N+](=O)[O-])c(NCc3ccccc3)n2)c1	1	4.6	2	0.98	-8	4	-35	15
CCOc1ccc2cc(C(=O)c3ccccc3)c(=O)oc2c1	-4	-0.1	7	x	x	10	-4	-49
O=C(O)c1cccc(NCc2cccnc2)c1	0	-0.3	-1	1.1	16	-8	1	0
Cc1ccc(-n2c(-c3ccco3)nc3c(cnn3-c3ccc(C)cc3)c2=O)cc1	0	0.4	-3	1.2	-12	-11	-2	-46
CCn1c(-c2ccc[nH]c2=O)nc2ccccc21	0	-0.7	15	0.84	1	-18	-5	-284
O=C(CN1CCCCC1)Nc1ccc(S(=O)(=O)N2CCCCCC2)cc1	11*	-0.7	-7	0.95	-6	-1	2	14
CCCCN1C(=O)C2Cc3c([nH]c4ccccc34)CN2C1=S (stereo not given)	3	8.1	45*	1.1	12	-32	-34	-154
O=C(Nc1ccccc1Oc1ccsc1C(=O)O)c1ccccc1	0	-0.4	3	0.87	-11	3	5	7
CC1(C)CC(=O)C=C(NCCN2CCN(C(=O)Nc3ccc(Cl)cc3)CC2)C1	0	-2.9	-12	1	-15	-6	-1	17
Cn1c(-c2ccc([N+](=O)[O-])cc2)nc2ccccc21	-2	-2.6	6	1.1	29	-14	2	12
O=S(=O)(C(=CNc1ccccc1)S(=O)(=O)c1ccccc1)c1ccccc1	2	1.6	-2	1	-20	-6	4	7
C=CCn1c(SCC(=O)N2CCCCC2)nc(O)cc1=O	-2	-1.8	-11	0.8	-6	-8	2	0
Cc1cc(SCC(=O)c2cccs2)nc2ccccc12	-2	-0.8	17	0.79	-14	-5	-28	11
O=C(c1ccccc1F)N1CCCC(c2ccccc2)C1 (stereo not given)	-2	0.1	-2	0.99	-1	-13	0	15
CSc1nc(N2CCCC2)c2c(c1C#N)CC(C)(C)OC2	-2	-0.2	-2	1	2	-8	2	-50
CCn1c(=S)sc2c(=O)n(CC(=O)Nc3cccc(OC)c3)c(C)nc21	0	1.0	3	0.94	4	-15	-1	10

Complete entries from above.
`COc1ccc(OC)c(Nc2nc(N)c([N+](=O)[O-])c(NCc3ccccc3)n2)c1` as listed: GRIN3A LBD mod: 1; MPTP block: 4.6; ATG4B inhibitor: 2; hIAP activ: 0.98; SENP6 inh: -8; PfGluPho inh: 4; SENP1 FRET inh: -35; SENP8 inh: 15
`CC(C)(O)C#Cc1ccc(C(=O)NC2CCCCC2)s1` as listed: GRIN3A LBD mod: 0; MPTP block: -1.3; ATG4B inhibitor: -1; hIAP activ: 1.1; SENP6 inh: -7; PfGluPho inh: -17; SENP1 FRET inh: -2; SENP8 inh: 10

By substructure, those above containing a cyano group
SMILES	GRIN3A LBD mod	MPTP block	ATG4B inhibitor	hIAP activ	SENP6 inh	PfGluPho inh	SENP1 FRET inh	SENP8 inh
N#Cc1cc2cc3c(cc2nc1SCC(=O)OC1CCCCC1)OCO3	2	-2.0	-11	0.97	5	5	15	-246
CSc1nc(N2CCCC2)c2c(c1C#N)CC(C)(C)OC2	-2	-0.2	-2	1	2	-8	2	-50

Bioassay records as filed in PubChem.
